# Compound activity deposited in PubChem by National Center for Advancing Translational Sciences (NCATS).
# NPSR antag: blocks cAMP signaling of the human neuropeptide S receptor; 220,000 tested, 1% active; Q6W5P4; Potency, µM (highest dose often 38.3 µM), without a hit: at the top dose activity change, negative = inhibition, usual class: inhibitors; CHO-NPSR cells, cAMP TR-FRET, antagonist mode; also: % is scaled to controls: 0 for no effect and ±100 for the full control effect; nearly all actives have a fitted effect of over 50% in size; many of its hits are not listed in these tables
# Target sequence (Q6W5P4 whole entry, looked up): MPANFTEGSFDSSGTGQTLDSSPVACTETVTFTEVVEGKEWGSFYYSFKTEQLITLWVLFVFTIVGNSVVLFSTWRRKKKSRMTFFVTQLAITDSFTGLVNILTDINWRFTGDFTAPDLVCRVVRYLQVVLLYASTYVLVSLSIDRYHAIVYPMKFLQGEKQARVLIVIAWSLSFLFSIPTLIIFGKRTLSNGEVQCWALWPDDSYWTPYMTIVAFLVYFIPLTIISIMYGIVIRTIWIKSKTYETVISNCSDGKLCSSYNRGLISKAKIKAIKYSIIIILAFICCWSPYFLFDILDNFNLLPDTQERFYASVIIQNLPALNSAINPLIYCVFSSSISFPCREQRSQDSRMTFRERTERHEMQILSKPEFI
# aGal spleen mod: alpha-galactosidase A (human) modulation. P06280. human spleen homogenate, 4MU-alpha-Gal fluorescence, 40 min. Potency, µM (doses to about 80 µM), without a hit: at the top dose activity change, negative = inhibition, hits mostly inhibitors. 240,000 tested, 0.008% active;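 also: 0% = enzyme with vehicle and -100% = no enzyme basal signal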
#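 Human spleen homogenate (1 ug) as enzyme source, 4-methylumbelliferyl-alpha-D-galactopyranoside 1 mM final, citrate/phosphate pH 5.0 with 0.01% Tween-20. Compounds 40 min at 37C, NaOH/glycine stop; fluorescence Ex 365/Em 440, Hill-fit AC50.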
# GAA spleen mod: lysosomal alpha-glucosidase (human) modulation | human spleen homogenate, 4-MU-alpha-glucoside fluorescence | Potency, µM (titrated, usually from 79.9 µM), inactives show at the top dose activity change, negative = inhibition, usual class: inhibitors | 240,000 tested, 0.006% active;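 also: 0% = enzyme with vehicle and -100% = no enzyme basal signal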
#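 AC50 values come from Hill-equation fits of concentration-response data, normalized to no-enzyme and full-activity controls. Enzyme source: 1 ug human spleen homogenate; 1 mM fluorogenic 4-MU glucoside, pH 5.0 citrate buffer, 37 C, 40 min.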
# GAA glycogen: alters human alpha-glucosidase cleavage of glycogen | P10253 | recombinant GAA, glycogen substrate, Amplex Red glucose oxidase fluorescence | Potency, µM (series often up to 76.4 µM), for inactives: top-dose activity change, negative = inhibition, usual class: inhibitors | 300,000 tested, 0.38% active;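 also: 0% = full enzyme reaction and -100% = no-enzyme basal signal; the screen sought inhibitors and activators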
#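 qHTS, 1536-well; enzyme 4 nM final; cpd up to 77 uM; substrate bovine liver glycogen 30 ug; 50 mM citrate/phosphate pH 5.0, 0.01% Tween-20; 37 C, 40 min; Amplex Red detection 45 min RT; Hill fit → AC50.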
# GAA inhib: blocks human lysosomal alpha-glucosidase. purified human GAA, 4-MU-alpha-glucoside fluorescence. Potency, µM (titrated, usually from 76.9 µM), for inactives: at the highest dose activity change, negative = inhibition, most hits filed as inhibitors. 200,000 tested, 0.005% active;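 also: plate controls were uninhibited enzyme wells for no effect and no-enzyme background for full effect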
#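 Read-out is 4-methylumbelliferone fluorescence (Ex 365/Em 440 nm) after NaOH/glycine stop at pH 10. Enzyme 4 nM, substrate 400 uM, pH 5.0 citrate buffer, 20 min room temperature; AC50 from Hill-equation concentration-response.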
# Epigenetic derep: regulators of epigenetic silencing causing reporter derepression in mouse cells | murine LDR cells, GFP reporter derepression, 30 h | Potency, µM (titrated, usually from 53.9 µM), for inactives: top-dose GFP activation, most hits filed as activators | 280,000 tested, 0.2% active; also: % of control where 0% means no effect; nearly all actives have a fitted effect of over 60% in size
#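 In this reporter-derepression format, murine cells bearing a silenced integrated CMV-GFP locus incubate with test compound (30 h, 37 C), then are washed and imaged; fluorescent objects of 20–120 um count as induced cells.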
# ALDH1A1 inh: inhibitors of human aldehyde dehydrogenase 1A1. P00352. Purified ALDH1A1, NADH fluorescence, propionaldehyde substrate. Potency, µM (highest dose often 75.3 µM), without a hit: top-dose activity, negative = inhibition, most hits filed as inhibitors. 220,000 tested, 7.3% active. AID 1030; active = well fitted inhibition curve with a large enough effect, not every such curve was filed as active; inconclusive = small, poorly fitted or top-dose-only effect, or another doubt; inactive = no such curve, though single readings can be large or run the other way;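 also: plate controls were no enzyme wells and a reference inhibitor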
# Target sequence (P00352 whole entry, looked up): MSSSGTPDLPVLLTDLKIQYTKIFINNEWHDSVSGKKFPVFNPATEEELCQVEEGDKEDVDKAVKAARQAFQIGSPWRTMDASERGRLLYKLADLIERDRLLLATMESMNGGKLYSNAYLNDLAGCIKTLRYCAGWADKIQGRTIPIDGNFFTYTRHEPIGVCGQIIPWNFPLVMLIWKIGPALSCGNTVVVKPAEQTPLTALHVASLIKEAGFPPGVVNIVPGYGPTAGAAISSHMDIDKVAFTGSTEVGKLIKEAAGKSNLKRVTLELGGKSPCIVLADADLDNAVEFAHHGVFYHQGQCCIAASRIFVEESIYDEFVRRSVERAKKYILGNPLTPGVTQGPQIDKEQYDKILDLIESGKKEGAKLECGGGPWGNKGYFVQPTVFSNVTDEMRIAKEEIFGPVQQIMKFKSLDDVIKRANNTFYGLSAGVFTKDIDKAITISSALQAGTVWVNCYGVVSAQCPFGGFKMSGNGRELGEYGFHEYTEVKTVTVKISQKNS
# Tau fluor cs: counter-screen for tau fibril formation inhibitors; Potency, µM (titrated, usually from 57.7 µM), for inactives: at the top dose activity change, negative = decrease; 280,000 tested, 0.93% active; tau K18 P301L Alexa594 fluorescence, heparin fibrillization; AID 1463; also: % is scaled to controls: 0 for no effect and ±100 for the full control effect; nearly all actives have a fitted effect of over 55% in size
#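 Human tau K18 P301L (15 uM unlabeled, 0.24 uM Alexa 594-labeled) in 100 mM sodium acetate pH 7 with 20 uM heparin, 6 hr at 37 C. ThT 30 uM added, 1 hr ambient; Alexa 594 FP and total fluorescence read at 555/632 nm.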
# * marks the source's active call; other numbers are inactive results; ? = inconclusive; nt = not tested or not shown; [ ] = remark or other dose. Unless noted, calls follow the shape of the dose curve; as a rule, active = well fitted curve in the direction sought with a large enough effect; inconclusive = small, poorly fitted or top-dose-only effect, or another doubt; inactive = no such curve, though single readings can be large; an effect the other way counts as inactive or inconclusive. Potency is read from the fitted curve at half-maximal effect. Not all compounds are listed; rates above refer to the full screens.
SMILES,NPSR antag,aGal spleen mod,GAA spleen mod,GAA glycogen,GAA inhib,Epigenetic derep,ALDH1A1 inh,Tau fluor cs
CCOC(=O)NC(c1ccc(C(C)C)cc1)C(Cl)(Cl)Cl (configuration not stated),-31%,2%,7%,-7%,-16%,-1.8%,6%,-7%
CCC(CO)NCc1ccc(-c2ccccc2)cc1 (configuration not stated),5%[46.1 µM],7%,2%,-2%,-3%,0.0%,7%,1%
CCOc1cccc(-c2nnc3sc(COc4ccccc4)nn23)c1,9%[7.67 µM],?,-13%,0%,-3%,13%,?,-4%
Cc1cc(C)cc(OCC(=O)NCCN2CCOCC2)c1,1%[46.1 µM],9%,3%,0%,4%,-1.0%,1%,-3%
CC(C)C(NC(=O)C12CC3CC(CC(C3)C1)C2)C(=O)O (configuration not stated),6%[46.1 µM],9%,6%,11%,-5%,1.0%,5%,-8%
CCOC(=O)C1(CCSC)NC(c2ccco2)C2C(=O)N(CC)C(=O)C21 (configuration not stated),23%[46.1 µM],2%,-1%,-7%,-10%,-1.0%,?,3%
Cc1cccc(-c2ncc(CN3CCC(CO)(CCCc4ccccc4)CC3)cn2)c1,21%,-4%,-1%,4%,-14%,1.9%,?,-14%
O=C(NC(N1CCOCC1)C(Cl)(Cl)Cl)c1ccco1 (configuration not stated),23%,9%,8%,0%,8%,-1.1%,-3%,2%
COc1ccc(-c2noc(COc3ccccc3OC)n2)cc1OC,-7%[46.1 µM],-2%,-4%,-2%,-8%,-0.8%,1%,-10%
COc1ccc(N2C(=O)C3C(C2=O)C(C(=O)c2ccccc2)N2CCCC32)cc1 (configuration not stated),-19%,-5%,-8%,-2%,-6%[15.4 µM],?,nt,-8%
CCOC(=O)N1CCN(C(=O)c2ccc(CN(c3ccccc3)S(C)(=O)=O)cc2)CC1,1%[46.1 µM],0%,-1%,1%,1%,-0.2%,1%,5%
Cc1c(O)nc2sc3ccccc3n2c1=O,0%,2%,-5%,1%,nt,2.8%,nt,12%
Cc1nc(C)n(CC(O)COc2ccc(C(=O)c3ccccc3)cc2)n1 (configuration not stated),-1%[46.1 µM],-1%,-8%,0%,-4%,0.0%,-14%,6%
COC(=O)CN1C(=S)N(c2ccccc2)C(=O)C1CC(=O)Nc1ccc(Cl)cc1 (configuration not stated),-42%,-6%,-11%,3%,4%,0.0%,?,?
CS(=O)(=O)N(CC(=O)O)c1cc(Cl)cc(Cl)c1,-4%[46.1 µM],-3%,-11%,-1%,2%,-1.1%,9%,1%

# Entries listed so far that contain an aryl methoxy group (2):
SMILES,NPSR antag,aGal spleen mod,GAA spleen mod,GAA glycogen,GAA inhib,Epigenetic derep,ALDH1A1 inh,Tau fluor cs
COc1ccc(-c2noc(COc3ccccc3OC)n2)cc1OC,-7%[46.1 µM],-2%,-4%,-2%,-8%,-0.8%,1%,-10%
COc1ccc(N2C(=O)C3C(C2=O)C(C(=O)c2ccccc2)N2CCCC32)cc1 (configuration not stated),-19%,-5%,-8%,-2%,-6%[15.4 µM],?,nt,-8%

# Other results
SMILES,NPSR antag,aGal spleen mod,GAA spleen mod,GAA glycogen,GAA inhib,Epigenetic derep,ALDH1A1 inh,Tau fluor cs
Cc1cc(C)cc(NC(=O)Cn2cnc3c(nnn3Cc3ccc(F)cc3)c2=O)c1,16%,10%,5%,0%,2%,-2.0%,?,13%
Cc1nn(C)cc1CN(C)C(=O)CC12CC3CC(CC(C3)C1)C2,-1%,-10%,-8%,4%,-2%,0.9%,?,-4%
Cc1nc2ccc(NS(=O)(=O)c3ccc(C)c(C)c3)cc2s1,-14%[46.1 µM],8%,-18%,-2%,-10%,-0.3%,-7%,-27%
Cc1nc2ccccc2n1/C(=N\S(=O)(=O)c1ccccc1)c1ccccc1,1%[46.1 µM],0%,-4%,-5%,0%,-0.9%,10%,-4%
CCOC(=O)CCCNC(=O)COC(=O)c1cc2ccccc2cc1O,-4%[46.1 µM],-6%,-1%,-13%,2%,-0.3%,7%,-19%
C=CCn1c(SCC(=O)N(CC)C2CCS(=O)(=O)C2)nc2ccccc2c1=O (configuration not stated),-5%,3%,-8%,-2%,nt,0.6%,nt,2%
COc1ccc(NC(=O)CSC2=NC(=O)CC(C)=N2)cc1,-4%[46.1 µM],4%,-1%,?,?,-0.4%,11%,-3%
COc1ccc(OC)c(C(=O)C2COC(=O)C2)c1 (configuration not stated),3%[46.1 µM],11%,-1%,-6%,-10%,-2.1%,-1%,-1%
CCc1ccccc1Nc1nc(N)nc(COC(=O)c2cccn2C)n1,-9%[46.1 µM],9%,6%,-14%,?,-0.7%,2%,-10%
CCN1CCN(/C=N/c2nc(C)cs2)CC1,10%[46.1 µM],3%,2%,-3%,-1%,0.7%,-1%,-4%
O=C(CSc1ccc2ccccc2c1)NCCc1ccc(O)c(O)c1,-23%,-1%,2%,?,3%,6.6%,25µM*,-26%
CN1CC2(Cc3c1ccc1ccccc31)C(=O)OC(C)(C)OC2=O,-29%[46.1 µM],?,?,-23%,?,0.0%,?,-27%
COCCN1C(=O)c2ccccc2C(C(=O)Nc2ccc3c(c2)OCCO3)C1c1ccc(F)cc1 (configuration not stated),-28%[46.1 µM],-6%,-5%,2%,3%,-1.6%,6%,-7%
COc1ccc([N+](=O)[O-])cc1NC(C)C,5%,-3%,-5%,10%,4%,-1.0%,3%,6%
CN1CCN(NS(=O)(=O)c2ccc(Cl)s2)CC1,9%,0%,2%,-5%,-9%,0.0%,?,-25%

# Looked up above.
# CCc1ccccc1Nc1nc(N)nc(COC(=O)c2cccn2C)n1 in GAA spleen mod: 6%
# COc1ccc(OC)c(C(=O)C2COC(=O)C2)c1 (configuration not stated) in Tau fluor cs: -1%
# C=CCn1c(SCC(=O)N(CC)C2CCS(=O)(=O)C2)nc2ccccc2c1=O (configuration not stated) in GAA spleen mod: -8%

# Later entries.
SMILES,NPSR antag,aGal spleen mod,GAA spleen mod,GAA glycogen,GAA inhib,Epigenetic derep,ALDH1A1 inh,Tau fluor cs
O=C(Nc1ccccc1)c1ccc(NCc2ccco2)c(S(=O)(=O)N2CCOCC2)c1,-12%[46.1 µM],-7%,6%,5%,-13%,4.5%,?,?
O=C(O)CCC(NC(=O)OCc1ccccc1)C(=O)O (configuration not stated),2%[46.1 µM],9%,-3%,-2%,2%,-1.6%,5%,-3%
CCc1ccc(OCC(=O)O/N=C(\N)c2cccnc2)cc1,7%,1%,8%,-4%,nt,0.1%,nt,-15%
CCOC(=O)c1cc(C#N)c(NCc2ccccc2)nc1C,-9%[46.1 µM],-6%,1%,-3%,2%,-0.2%,?,1%
CC(C)=CCN1CCN(CCCn2cccn2)CC1CCO (configuration not stated),-5%,0%,-1%,15%,-1%,1.0%,7%,-5%
CC(C)(C)Cc1nnc(NC(=O)c2cc(-c3ccccc3)nc3ccccc23)s1,14%[46.1 µM],-11%,2%,3%,?,-0.3%,-3%,-14%
COc1ccc(/C(C)=N/NC(=O)c2nc(C)cc(C)n2)cc1,-3%[46.1 µM],15%,11%,-23%,-2%,0.6%,-3%,-8%
CC1CSc2nc3sc4c(c3c(=O)n21)CCCC4 (configuration not stated),-15%[46.1 µM],4%,2%,3%,1%,-0.9%,?,-10%
Cc1ccc(CC(=O)Nc2nncs2)cc1,7%[46.1 µM],-8%,-3%,3%,-10%,0.0%,9%,9%
COc1nc(-c2ccccc2)ncc1S(=O)(=O)c1ccccc1,-32%,7%,4%,-18%,-4%,2.3%,13%,-14%
CCN(CCCNC(=O)CSc1cc(=O)n(C)c2cc(Cl)ccc12)Cc1ccccc1,-27%,4%,-4%,0%,-11%,1.3%,-4%,-6%
O=[N+]([O-])c1cccc(/C=N/n2cnnc2)c1O,1%,12%,-2%,0%,-2%,0.0%,-4%,-5%
S=c1[nH]nc(-c2ccccn2)n1/N=C/c1ccc(-c2ccccc2Cl)o1,-45%,2%,8%,-9%,-14%,0.0%,?,-22%
O=c1ccccn1CCOc1ccccc1Cl,14%,1%,2%,-1%,-2%,-0.9%,10%,2%
Cc1cccc(NC(=O)Cn2nc(C(F)(F)F)cc2C2CC2)c1,-3%[46.1 µM],-2%,-5%,-4%,-7%,0.1%,-1%,-15%
CCOc1ccc(C(O)c2nccn2Cc2ccccc2)cc1 (configuration not stated),-4%[46.1 µM],-1%,-6%,-3%,-1%,-1.1%,0%,-3%
COc1c(/C=N/NS(=O)(=O)c2ccc(C)cc2)c(CCN(C)C(C)=O)cc2c1OCO2,-6%,6%,1%,2%,nt,-1.0%,nt,-17%
O=C(c1ccccc1)N1CCN(S(=O)(=O)c2ccccc2)CC1,3%,2%,0%,-3%,nt,-2.6%,nt,-7%
O=C(c1ccccc1NS(=O)(=O)c1ccc(F)cc1)N1CCCC1,-16%[46.1 µM],-5%,-5%,0%,?,-1.4%,7%,-5%
CC(C)(C)C(=O)Nc1ccc(C(=O)N/N=C/c2ccccc2OC(=O)c2ccc(Cl)cc2)cc1,-8%,11%,2%,-4%,11%,0.0%,1%,15%
COc1ccc(Cc2nnc(NC(=O)c3cccs3)s2)cc1,-11%[46.1 µM],-9%,-3%,2%,-3%,0.3%,2%,-10%
CCOC(=O)C(=CNc1cccc(C)n1)C(=O)OCC,1%[46.1 µM],-5%,1%,-5%,-9%,2.1%,1%,0%
COC(=O)C(Cc1ccc(O)cc1)NC(=O)c1ccccc1OC (configuration not stated),-3%[46.1 µM],-4%,9%,-5%,0%,-1.0%,28µM*,-7%
COc1ccc(CCN(C)C(=O)c2ccc(S(=O)(=O)NCc3ccco3)cc2)cc1OC,8%,5%,6%,8%,4%,-0.3%,11%,17%
COC(=O)N/N=C/c1ccc(-c2ccc(C)c(Cl)c2)o1,8%[46.1 µM],-7%,-7%,13%,-6%,1.0%,-11%,-29%
C=CCNC(=O)/C(=C\c1ccc(Br)cc1)NC(=O)c1ccccc1OC,-9%,9%,0%,-5%,-18%,-1.3%,-5%,4%
COc1ccc(C(=O)C(C)[n+]2ccc(-c3nnc4n3CCCCC4)cc2)cc1 (configuration not stated),11%,11%,-1%,-4%,nt,-1.5%,nt,-6%
CCOCCn1c(N2CCN(c3ccc(OC)cc3)CC2)nc2c1c(=O)n(C)c(=O)n2C,-20%[46.1 µM],-9%,-4%,3%,-5%,2.4%,0%,8%
COc1cc(-c2cc(C(=O)Nc3ccc(N4CCOCC4)cc3)c3ccccc3n2)cc(OC)c1OC,-4%,-5%,2%,8%,-13%,1.1%,-10%,?
C[n+]1ccccc1COc1ccc(C(C)(C)C)cc1,9%,5%,3%,-7%,-7%,-6.3%,11%,5%
